Source: PubChem BioAssay (National Center for Advancing Translational Sciences (NCATS))
Giardia killer – kills Giardia lamblia | Giardia lamblia trophozoite viability | 340,000 tested, 0.15% active | activity change, % at 7.66 µM, hits read low; in the data active means activity change below about -80%; inconclusive means between about -30% and that limit;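 further: parasites exposed to compound for two days anaerobically before the ATP read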
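ATP-content bioluminescence gauges trophozoite survival. Cells (100/well) receive compound and incubate anaerobically for 48 hrs at 37 deg C; detection reagent follows for 15-30 min at room temperature.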
uPA surface inh – blocks generation of uPA at the cell surface; Potency, µM (titrated, usually from 38.3 µM), for the others: at the top dose activity change, negative = inhibition, hits mostly inhibitors; cell surface uPA generation assay, qHTS; 330,000 tested, 0.31% active; active means well fitted inhibition curve with a large enough effect; inconclusive means small, poorly fitted or top-dose-only effect; inactive means no such curve, though single readings can be large or run the other way; tested in mouse RAW 264.7 cells; further: potency means the concentration at half of the fitted maximal effect; nearly all actives have a fitted effect of over 55% in size
KCNH2 3.1 block – inhibitors of human KCNH2 3.1 potassium channel isoform; activity change, % (tested at about 1.8 µM); 340,000 tested, 0.95% active; U2OS KCNH2 3.1, thallium flux FluxOr; active compounds read low; AID 720553;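 active means maximum activity change below -70%; inconclusive means maximum activity change from -70% to -50%; inactive means maximum activity change above -50%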;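 further: thallium influx rate constant from kinetic fluorescence after stimulation buffer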
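Normalized rate constant (relative to positive and negative DMSO controls) derived from a 2 min kinetic fluorescence read after stimulation; U2OS cells expressing the 3.1 isoform via virus at 1.77 x 10^8 /mL.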
The depositor's hits bear a star; ? = inconclusive; [ ] = dose if it differs, or a comment. On the % scale 0 is the no-effect control and ±100 the full control effect.

SMILES	Giardia killer	uPA surface inh	KCNH2 3.1 block
COC(=O)C1=C(C(=O)OC)[C@@H]2N(C)c3ccccc3[C@@]23C[C@@H](CO)N(C(=O)c2cccs2)C3=N1	74.6[activator]	3.1%	-2.1
Cc1ccc(S(=O)(=O)CCC(=O)OCC(=O)Nc2cc(S(=O)(=O)N3CCOCC3)ccc2Cl)cc1	-7.6	1.3%	9.8
CCN(CC)CCNc1ccc(C)c2sc3ccc(O)cc3c(=O)c12	0.7	-10.8%	-23.4
CCCCNC(=O)[C@@H]1CC=C[C@@H]2CCN(C3CC3)C(=O)[C@@H]21	-0.7	10.5%	-0.5
O=[N+]([O-])c1cccc(COc2ccc(CN3CCCC3)cc2)c1	2.9	-18.3%	-45.6
COc1cc(C(=O)N2CCN(c3ccccc3)CC2)c2ccccc2n1	12.7	-15.1%	1.6
COC1C(CO)OC(n2cnc3c(=S)nc(N)[nH]c32)C1O (centres undefined)	14.5	2.6%	0.5
COCCN1CCN(C(=O)c2ccc3c(c2)S(=O)(=O)c2ccccc2C3=O)CC1	28.8	2.5%	2.5
CCC(C(=O)Nc1ccccn1)c1ccccc1 (centres undefined)	-1.4	-1.4%	-10.7
CCN(CCO)C(=O)c1ccc2nc(Cc3ccc(OC)cc3)oc2c1	11.8	-0.1%	-16.0
CCC(=O)N=c1sc2c(OC)ccc(OC)c2n1C	-6.9	10.4%	22.3
COc1ccc(-c2csc(NC(=O)c3ccc(C(C)(C)C)cc3)c2C(=O)O)cc1	-22.5	-5.5%	-6.8
Cn1c(=O)cc(SCC(=O)N2CCN(C3CCCCC3)CC2)c2ccccc21	-19.5	-0.7%	-13.5
C=CCn1c(C)cc(C(=O)CSc2nnc3n(CCC)c(=O)c4ccccc4n23)c1C	-8.8	-0.2%	-8.2
CCc1ccc(C(=O)NCC2(c3ccccc3)CCOCC2)o1	6.8	0.7%	3.4
CCOc1ccc(OCCC(=O)OCC(=O)N2CCN(S(=O)(=O)c3ccc(C)cc3C)CC2)cc1	9.5	0.0%	-3.4
O=C1C[C@@H]2c3c(cccc3CN1Cc1ccccc1F)C[C@@H](O)[C@H]2O	0.9	3.8%	5.7
OCC(CO)c1cnnc2ccccc12	-1.5	-2.7%	-11.5
Nc1ncnc2c1ncn2-c1ccccc1Cl	-25.4	-6.5%	2.9
OCC1OC(n2cnc3c(NC4CCCC4)ncnc32)C(O)C1O (centres undefined)	8.9	-6.1%	7.2
ClC(CCN1CCN(Cc2ccccc2)CC1)c1ccccc1 (centres undefined)	6.1	-7.8%	1.1
S=C(Cc1ccccc1)Nc1ccccc1	0.2	-16.5%	-11.2
O=C1OCCN1N1CCOC1=O	-17.0	4.1%	-10.8
O=C(CC(NC(=O)OCc1ccccc1)C(=O)OCc1ccccc1)OCc1ccccc1 (centres undefined)	12.9	5.6%	-19.4
Cc1nc(C)n(C(Oc2ccc(Cl)cc2Cl)C(=O)C(C)(C)C)n1 (centres undefined)	-13.0	1.4%	-6.8

Limited to uPA surface inh and Giardia killer (3 entries from above):
compound	uPA surface inh	Giardia killer
O=C1OCCN1N1CCOC1=O	4.1%	-17.0
CCC(C(=O)Nc1ccccn1)c1ccccc1 (centres undefined)	-1.4%	-1.4
OCC(CO)c1cnnc2ccccc12	-2.7%	-1.5

The results go on:
SMILES	Giardia killer	uPA surface inh	KCNH2 3.1 block
O=C(CSc1nc(C2CC2)nc2ccccc12)N1CCc2ccccc21	9.6	3.6%	5.8
CCOc1ccccc1C(c1c(O)nc(SC)[nH]c1=O)c1c(O)nc(SC)[nH]c1=O	-9.0	-1.3%	-20.3
CC1Cn2c(nnc2-c2cccs2)S1 (centres undefined)	-3.6	8.8%	0.2
CCCCCCCCNCCS(=O)(=O)NC1CCCCC1	-2.7	-18.7%	0.8
O=C(CCN1CCCCC1)c1cccc(Cl)c1	5.9	-4.9%	-6.9
Cn1cnc2ncnc(Oc3ccc(Br)cc3)c21	-18.8	-2.1%	-2.1
COc1ccc(/C=C2\C(=O)NC(=O)c3ccccc32)cc1OC	-2.7	2.1%	?
COc1c(CC=C(C)C)c(O)cc2oc(=O)c3c4ccc(O)cc4oc3c12	-6.8	7.0%	7.5
CC(C)(C)c1ccc(/C=C(\C#N)C(=O)NC2CC2)cc1	-9.0	2.5%	3.7
COC1=C(OC)C(=O)C(Sc2ccc3ccccc3c2)=CC1=O	-8.2	-9.5%	3.5
O=C(Nc1ccc(NC(=S)NC(=O)C(c2ccccc2)c2ccccc2)cc1)c1ccccc1	-8.6	-7.5%	-8.8
O=C1C=C(c2ccc3[nH]ccc3c2)CCC1	-7.4	0.8%	-20.4
CCCCCCCCCCCC1N=C(N)NC(CCCO)=C1C(=O)OC (centres undefined)	-5.7	-5.4%	-4.5
O=C(c1ccccc1)C1(c2ccccc2)OC1c1ccccc1 (centres undefined)	-5.2	2.2%	17.2
Cc1ccc(CNC(=O)C2CCCC2)cc1	-21.7	-0.3%	-0.7
COc1ccc(CN(C)C(=O)c2cccc(NC(=O)CC3SC(N4CCCCC4)=NC3=O)c2)c(OC)c1 (centres undefined)	-20.6	-11.3%	43.8
C=CCOC1COC2C(OCC=C)COC12 (centres undefined)	-18.1	1.7%	-4.5
C=CCc1ccccc1OCC(O)CN1CCOCC1 (centres undefined)	-16.4	-0.4%	-13.1
CCC1(c2ccc(F)cc2)NC(=O)N(CC(=O)N2CCN(S(=O)(=O)c3ccc(C)cc3C)CC2)C1=O (centres undefined)	5.2	?	-8.2
Clc1nnc2c3ccccc3ccn12	0.7	-1.3%	5.1
COc1ccc(C#Cc2c(-c3ccc(OC)cc3)oc3ccc(-c4ccc(OC)cc4)cc23)cc1	-1.7	8.0%	46.3
COc1ccc(C(=O)N(C)Cc2ccc(OC)c(OC)c2OC)cc1S(=O)(=O)N1CCOCC1	-12.6	8.1%	0.4
CC(C)(C)OC(=O)N1CCCC(C(=O)Nc2cccc(C(=O)NCc3ccccc3)c2)C1 (centres undefined)	-18.5	9.9%	-1.3
CC1(c2ccccc2)NC(=O)N(CC(=O)Nc2cc(C(F)(F)F)ccc2N2CCCCC2)C1=O (centres undefined)	-8.9	-14.2%	3.1
COc1ccc(N2CCN(C(=O)COC(=O)[C@@H](NC(=O)OCc3ccccc3)C(C)C)CC2)cc1	-11.5	-4.7%	-44.1

A draw from above in order of formula weight, low to high:
SMILES	Giardia killer	uPA surface inh	KCNH2 3.1 block
Clc1nnc2c3ccccc3ccn12	0.7	-1.3%	5.1
O=C1C=C(c2ccc3[nH]ccc3c2)CCC1	-7.4	0.8%	-20.4
CC1Cn2c(nnc2-c2cccs2)S1 (centres undefined)	-3.6	8.8%	0.2
O=C(CCN1CCCCC1)c1cccc(Cl)c1	5.9	-4.9%	-6.9
CC(C)(C)c1ccc(/C=C(\C#N)C(=O)NC2CC2)cc1	-9.0	2.5%	3.7
C=CCc1ccccc1OCC(O)CN1CCOCC1 (centres undefined)	-16.4	-0.4%	-13.1
O=C(c1ccccc1)C1(c2ccccc2)OC1c1ccccc1 (centres undefined)	-5.2	2.2%	17.2
Cn1cnc2ncnc(Oc3ccc(Br)cc3)c21	-18.8	-2.1%	-2.1
COc1ccc(/C=C2\C(=O)NC(=O)c3ccccc32)cc1OC	-2.7	2.1%	?
CCCCCCCCNCCS(=O)(=O)NC1CCCCC1	-2.7	-18.7%	0.8
COC1=C(OC)C(=O)C(Sc2ccc3ccccc3c2)=CC1=O	-8.2	-9.5%	3.5
O=C(CSc1nc(C2CC2)nc2ccccc12)N1CCc2ccccc21	9.6	3.6%	5.8
COc1c(CC=C(C)C)c(O)cc2oc(=O)c3c4ccc(O)cc4oc3c12	-6.8	7.0%	7.5
CCCCCCCCCCCC1N=C(N)NC(CCCO)=C1C(=O)OC (centres undefined)	-5.7	-5.4%	-4.5
CC(C)(C)OC(=O)N1CCCC(C(=O)Nc2cccc(C(=O)NCc3ccccc3)c2)C1 (centres undefined)	-18.5	9.9%	-1.3
O=C(Nc1ccc(NC(=S)NC(=O)C(c2ccccc2)c2ccccc2)cc1)c1ccccc1	-8.6	-7.5%	-8.8
CC1(c2ccccc2)NC(=O)N(CC(=O)Nc2cc(C(F)(F)F)ccc2N2CCCCC2)C1=O (centres undefined)	-8.9	-14.2%	3.1
COc1ccc(N2CCN(C(=O)COC(=O)[C@@H](NC(=O)OCc3ccccc3)C(C)C)CC2)cc1	-11.5	-4.7%	-44.1
COc1ccc(C(=O)N(C)Cc2ccc(OC)c(OC)c2OC)cc1S(=O)(=O)N1CCOCC1	-12.6	8.1%	0.4
CCC1(c2ccc(F)cc2)NC(=O)N(CC(=O)N2CCN(S(=O)(=O)c3ccc(C)cc3C)CC2)C1=O (centres undefined)	5.2	?	-8.2

Next records follow:
SMILES	Giardia killer	uPA surface inh	KCNH2 3.1 block
O=C(O)c1ccccc1C=NN1CCCCCC1	-0.4	4.1%	25.0
CCN(CC)S(=O)(=O)c1cccc(C(=O)NC(C(=O)NNC(=O)c2ccccc2F)C(C)C)c1 (centres undefined)	33.5[activator]	-1.5%	-25.3
CCCn1cnc2c(SCc3ccccc3F)nc(N)nc21	12.0	-7.5%	-2.0
CC1(c2ccccc2)NC(=O)N(CC(=O)N2CCN(S(=O)(=O)c3cccc(C(F)(F)F)c3)CC2)C1=O (centres undefined)	-4.1	?	7.5
CC(C)C[C@@H](CN1CCCC1CN1C(=S)NC[C@@H]1Cc1ccc(O)cc1)N1C[C@H](Cc2ccccc2)N(CC2CCCCCC2)C1=S (some centres undefined)	9.3	23.1%	-24.2
CCN(C(=O)CSc1nnc(-c2cccc(F)c2)n1N)c1c(N)n(Cc2ccccc2)c(=O)[nH]c1=O	-2.7	2.3%	29.3
Cc1ccc(-c2csc(NC(=O)c3cccc(C)c3)c2C(=O)O)cc1	4.1	-22.4%	-5.4
O=c1c([N+](=O)[O-])cn(Cc2ccccc2)c(=O)n1Cc1ccccc1	-13.4	-5.7%	-0.7
COC(=O)c1cc(C)c(C)cc1NC1OC(CO)C(O)C1O (centres undefined)	-6.7	6.1%	-9.9
CC(Oc1ccc(F)cc1)C(=O)Nc1cc(S(=O)(=O)N2CCCCC2)ccc1N1CCN(C)CC1 (centres undefined)	-0.1	-3.2%	-20.9
O=C(O)c1ccccc1C(=O)Nc1ccccc1NC(=O)c1ccccc1C(=O)O	-0.2	-2.7%	3.0
COc1ccc(C(=O)NCCCc2ccccc2)cc1	15.2	0.6%	5.3
CC1CCCC(N2CCN(C(=O)c3ccc(F)cc3)CC2)C1 (centres undefined)	12.9	-3.0%	-8.0
COc1ccc(C=O)c(OCc2cn(CC(=O)c3ccc(O)cc3)nn2)c1	-5.7	11.2%	-4.8
CCOC(=O)C1Nc2ccccc2C2c3ccccc3CC12 (centres undefined)	16.3	?	-6.8
Cc1cc(C)c(S(=O)(=O)Nc2cccc(C(=O)O)c2)cc1S(=O)(=O)Nc1cccc(C(=O)O)c1	-6.1	3.9%	2.8
COc1cc2oc3ccc(C#Cc4ccccn4)cc3c(=O)c2cc1OC	1.7	4.8%	-5.6
O=C(C=Cc1ccccc1O)c1ccccc1O	9.1	-9.6%	-7.1
O=[N+]([O-])c1ccc(NN=Cc2cccc3ccccc23)nc1	-5.7	0.1%	1.2
Cn1c(=O)c2[nH]c(C3CC4CCC3C4)nc2n(C)c1=O (centres undefined)	9.6	1.2%	-6.0
CCOC(=O)c1sc(NC(=O)CSc2nc(-c3ccco3)cc(C(F)(F)F)n2)c(C(=O)OCC)c1C	2.3	10.1%	-9.0
C(=Cc1cccnc1)c1ccncc1	-9.3	-1.7%	15.1
COc1ccccc1C(C(C(=O)c1ccccc1)N1CCOCC1)N1CCOCC1 (centres undefined)	-12.5	-2.9%	-1.4
O=C1c2ccccc2C(=O)N1C1(C(=O)NC2(C(=O)O)CCCC2)CCCC1	-1.6	2.5%	-1.4
CN(C)c1ccc(C=c2c3ccccc3n3c2cc(-c2ccc(Cl)cc2)[n+]3C)cc1	32.2[activator]	-11.3%	-190.6*
SMILES	Giardia killer	uPA surface inh	KCNH2 3.1 block
O=C(Nc1cccc(C(=O)N2CCOCC2)c1)C1CC1	-5.5	19.5%	14.4
CN(c1ccccc1)S(=O)(=O)c1ccc(NC(=O)CC(=O)c2ccccc2)cc1	8.5	-1.4%	-1.6
Oc1ccccc1C=NNc1nc2ccccc2s1	-8.2	-0.7%	19.4
COc1ccc(-n2c(=O)c3c4c(sc3n3cnnc23)CC(C)CC4)cc1 (centres undefined)	-0.8	4.6%	6.4
O=C(Cc1cccc(NC(=O)C2CCN(C(=O)CCc3ccccc3)CC2)c1)Nc1cccc(C(=O)N2CCOCC2)c1	-25.2	-1.2%	1.3
CC(/C=C/c1ccc2c(c1)OCO2)=N/NC(=O)CNc1ccc(C)cc1	-11.7	-6.1%	-14.4
O=C1CC(=C2c3ccccc3-c3ccccc32)C(=O)N1CCN1CCN(c2cccc(Cl)c2)CC1	-1.3	-0.2%	-3.1
CCc1ccc(/C(C)=N/NC(=O)C(O)c2ccccc2)s1 (centres undefined)	0.6	0.6%	5.2
OC(Cc1ccnc2ccccc12)C(Cl)(Cl)Cl (centres undefined)	8.3	-5.3%	1.5

Not all compounds are listed (hit frequency here may not be typical).
